Screening results: PubChem, The Scripps Research Institute Molecular Screening Center
OX1R antag-1 – antagonists of human orexin 1 receptor (OX1R) | 330,000 compounds, 1.8% hits | OX1R-expressing cells, FRET antagonist read-out | Orexin/Hypocretin receptor type 1 (Homo sapiens), O43613 | inhibition, % at 6.6 µM | AID 485270, 2010; in the data active means inhibition mostly above about 38%, no sharp cut-off; inactive means mostly below about 40%;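 further: 0% = agonist challenge alone and 100% = reference antagonist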
Target sequence (O43613 whole entry, looked up): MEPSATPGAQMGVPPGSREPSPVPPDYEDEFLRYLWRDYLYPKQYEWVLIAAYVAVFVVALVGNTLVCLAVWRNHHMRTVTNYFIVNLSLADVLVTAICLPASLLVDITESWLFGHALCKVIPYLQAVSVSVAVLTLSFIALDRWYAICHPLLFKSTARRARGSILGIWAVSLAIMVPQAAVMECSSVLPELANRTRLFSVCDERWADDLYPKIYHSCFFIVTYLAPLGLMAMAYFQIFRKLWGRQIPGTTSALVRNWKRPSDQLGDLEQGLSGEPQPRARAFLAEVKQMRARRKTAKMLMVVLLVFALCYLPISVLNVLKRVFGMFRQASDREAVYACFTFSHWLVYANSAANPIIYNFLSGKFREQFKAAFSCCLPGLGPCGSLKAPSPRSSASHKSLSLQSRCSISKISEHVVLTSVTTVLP
OX1R antag-2 – OX1R (HCRTR1) antagonists, primary screen, fluorescence, CHO/OX1R cells, Fluo-8 calcium, orexin A; Orexin/Hypocretin receptor type 1 (Homo sapiens), O43613; Fluo-8 calcium fluorescence; inhibition, % at 5 µM; 330,000 compounds, 0.43% hits; AID 434989, 2010;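 active means inhibition above its plate's threshold, mean inhibition of all tested compounds on the plate plus 3 SD, cut at about 37% in these data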;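 further: 0% = orexin A challenge wells and 100% = SB-334867-A antagonist wells; not every result past the cut was called active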
The depositor's hits bear a star.

The first four records as a preview:
For Cn1cc(Cl)c(C(=O)N2CCN(c3ncccn3)CC2)n1 the results were OX1R antag-1 13 and OX1R antag-2 -9.
For CC(CNC(=O)c1cc(COc2c(F)cccc2F)on1)c1ccccc1 (centres undefined) the results were OX1R antag-1 20 and OX1R antag-2 -22.
Screening Cc1cc(NC(=O)c2c(Cl)c(C)nn2C)no1 returned OX1R antag-1 18 and OX1R antag-2 -9.
O=C(Nc1cccc2[nH]ncc12)NS(=O)(=O)c1ccccc1 was read as OX1R antag-1 -1 and OX1R antag-2 -7.

All compounds of this part, from the first entry:
For Cn1cc(Cl)c(C(=O)N2CCN(c3ncccn3)CC2)n1 the results were OX1R antag-1 13 and OX1R antag-2 -9.
For CC(CNC(=O)c1cc(COc2c(F)cccc2F)on1)c1ccccc1 (centres undefined) the results were OX1R antag-1 20 and OX1R antag-2 -22.
Screening Cc1cc(NC(=O)c2c(Cl)c(C)nn2C)no1 returned OX1R antag-1 18 and OX1R antag-2 -9.
O=C(Nc1cccc2[nH]ncc12)NS(=O)(=O)c1ccccc1 was read as OX1R antag-1 -1 and OX1R antag-2 -7.
COc1cc(C(=O)NNC(=O)/C=C/c2ccccc2)cc(OC)c1OC was read as OX1R antag-1 15 and OX1R antag-2 -17.
`Cc1cc(C)n(-c2ccc(C(=O)OCc3nnc(-c4ccccc4)o3)cc2)n1` gave OX1R antag-1 24 and OX1R antag-2 -6.
O=c1c2ccccc2n(Cc2cccc(F)c2)c(=O)n1C1CCCC1 was read as OX1R antag-1 16 and OX1R antag-2 -20.
Screening COc1ccc(C(C)=O)cc1CN1CCCCC1 returned OX1R antag-1 7 and OX1R antag-2 -8.
COc1ccc(C(NC(=O)C2C3C=CC(C3)C2C(=O)O)c2ccccc2)cc1 (centres undefined) was read as OX1R antag-1 44 and OX1R antag-2 -8.
COc1ccc(N2CCN(S(=O)(=O)CCNS(=O)(=O)c3ccccc3)CC2)cc1 was read as OX1R antag-1 25 and OX1R antag-2 -20.
`CCCCC(=O)Nc1ccc(F)c(Cl)c1` gave OX1R antag-1 11 and OX1R antag-2 1.
`CCCn1nnc(NC(=O)c2ccc(Br)cc2)n1` gave OX1R antag-1 -5 and OX1R antag-2 -1.
`COc1ccccc1C(=O)NNC(=O)c1ccc(NC(=O)c2ccccc2)cc1` gave OX1R antag-1 19 and OX1R antag-2 -21.
CC(O)c1cccc(NC2=CC(=O)CC(C)(C)C2)c1 (centres undefined) was read as OX1R antag-1 4 and OX1R antag-2 -5.
Screening COc1ccc(CCNCc2ccc(OCc3ccccc3)cc2)cc1 returned OX1R antag-1 9 and OX1R antag-2 -31.
`C=CCn1c(=NC(=O)C2COc3ccccc3O2)sc2cc(S(N)(=O)=O)ccc21` (centres undefined) gave OX1R antag-1 18 and OX1R antag-2 7.
For COc1ccc(NC(=O)CCC(=O)OCc2ccc(C(=O)Oc3ccc(Cl)cc3)cc2)cc1 the results were OX1R antag-1 9 and OX1R antag-2 -1.
COc1ccc(NC(=O)C(C)N2C(=O)c3ccccc3S2(=O)=O)c(OC)c1 (centres undefined) was read as OX1R antag-1 4 and OX1R antag-2 -24.
O=C(O)c1cc(-c2ccccc2)nc2nc(N3CCCCC3)sc12 was read as OX1R antag-1 6 and OX1R antag-2 2.
Screening Cc1nn(-c2cccc3cccnc23)c(=O)c2ccccc12 returned OX1R antag-1 18 and OX1R antag-2 -7.
O=C(Nc1ccccc1)C1=C(O)CC(c2ccoc2)CC1=Nc1ccccc1 (centres undefined) was read as OX1R antag-1 30 and OX1R antag-2 -13.
Cc1ccc(OCC(=O)Nc2sc3c(c2C#N)CCC3)cc1 was read as OX1R antag-1 26 and OX1R antag-2 -40.
CC(=O)NS(=O)(=O)c1ccc(NC(=O)c2cccc3ccccc23)cc1 was read as OX1R antag-1 6 and OX1R antag-2 -13.
For CCC(=O)N1c2ccc(S(=O)(=O)CCC(=O)N3CCN(c4ccccc4)CC3)cc2CC1C (centres undefined) the results were OX1R antag-1 33 and OX1R antag-2 -20.
For COc1cc(/C=C/c2ccc3c(Br)cc(Br)c(O)c3n2)ccc1O the results were OX1R antag-1 5 and OX1R antag-2 13.
`COc1ccc(CNC(=S)Nc2ccccc2Cl)cc1` gave OX1R antag-1 -4 and OX1R antag-2 -22.
`Cc1nn(C2CCS(=O)(=O)C2)c(Cl)c1/C=C/C(=O)OCC(=O)N(C)C` (centres undefined) gave OX1R antag-1 7 and OX1R antag-2 -22.
Screening Cc1ccc(OCC(=O)N(C)CCc2ccccn2)cc1 returned OX1R antag-1 7 and OX1R antag-2 -6.
Screening Cc1cc(OCCNCCO)cc(C)c1Cl returned OX1R antag-1 25 and OX1R antag-2 -6.
CCC(C)Sc1ccc(-c2nc3ccc(C)cn3c2NC2CCCCC2)cc1 (centres undefined) was read as OX1R antag-1 34 and OX1R antag-2 -34.
Screening Cc1ccc(C(=O)C2CCN(S(=O)(=O)c3ccc(C(=O)O)cc3)CC2)cc1 returned OX1R antag-1 23 and OX1R antag-2 -10.
CCn1ccnc1CN(C)Cc1cn[nH]c1-c1ccc(F)cc1F was read as OX1R antag-1 14 and OX1R antag-2 -22.
For CCc1cccc(OCCN2CCCC2)c1 the results were OX1R antag-1 21 and OX1R antag-2 -14.
Screening O=C(CCn1c(=S)[nH]c2ccccc2c1=O)NCCCN1CCCC1=O returned OX1R antag-1 14 and OX1R antag-2 -1.
Screening CCn1c(C)nnc1SCC(=O)Nc1ccccc1OC returned OX1R antag-1 0 and OX1R antag-2 -18.
`CCN(C(=O)COC(=O)c1nccnc1N)c1cccc2ccccc12` gave OX1R antag-1 2 and OX1R antag-2 -13.
COc1cc(NC(=O)COc2ccccc2)ccc1NC(=O)c1ccco1 was read as OX1R antag-1 17 and OX1R antag-2 -17.
Screening c1csc(-c2nc3ccccn3c2NC2CCCCC2)c1 returned OX1R antag-1 13 and OX1R antag-2 -42.
For CC(=O)N1CCN(C(=O)CCNS(=O)(=O)c2ccccc2)CC1 the results were OX1R antag-1 1 and OX1R antag-2 5.
Screening CC(C)=C[C@@H]1C[C@H](C)[C@H]2CC[C@H](C)c3c(O[C@@H]4O[C@@H](C)[C@@H](O)[C@@H](O)[C@@H]4O)c(O)c(C)c1c32 returned OX1R antag-1 -1 and OX1R antag-2 -17.
COc1ccc(NC(=O)CCN2C(=O)/C(=C/c3ccc4c(c3)OCO4)SC2=S)cc1 was read as OX1R antag-1 4 and OX1R antag-2 -20.
Screening CCCCN1CC(COc2ccccc2)OC1=O (centres undefined) returned OX1R antag-1 9 and OX1R antag-2 -13.
Screening NC(N)=Nc1nc(C2COc3ccccc3O2)cs1 (centres undefined) returned OX1R antag-1 6 and OX1R antag-2 5.
Screening CN1CCN(c2ccc(S(=O)(=O)N3CCCCC3)cc2NC(=O)/C=C/c2ccc(Cl)c([N+](=O)[O-])c2)CC1 returned OX1R antag-1 1 and OX1R antag-2 -29.
`C=CCN=C1SC(C)(C)C(=O)N1S(=O)(=O)c1ccc(C)cc1` gave OX1R antag-1 14 and OX1R antag-2 -14.
For CCOc1ccc(/C=C/C(=O)Nc2ccc(N3CCOCC3)cc2)cc1 the results were OX1R antag-1 17 and OX1R antag-2 -17.
For O=C(COC(=O)C1=COCCO1)NC(=O)c1ccc(OC(F)F)cc1 the results were OX1R antag-1 22 and OX1R antag-2 4.
For CSc1cccc(NC(=S)N(Cc2ccccc2)Cc2cccnc2)c1 the results were OX1R antag-1 13 and OX1R antag-2 -32.
`O=C(CCCOc1ccc(Cl)cc1)N1CCOCC1` gave OX1R antag-1 2 and OX1R antag-2 -22.
For Nc1nc2n(n1)C(c1ccccc1Cl)CC(c1ccc(F)cc1)N2 (centres undefined) the results were OX1R antag-1 6 and OX1R antag-2 -11.
For COCCn1c(SCC(=O)Nc2ccc3[nH]c(=O)[nH]c3c2)nc2ccccc21 the results were OX1R antag-1 7 and OX1R antag-2 2.
`O=S(=O)(c1ccc(Cl)s1)N1CCCc2cccc(O)c21` gave OX1R antag-1 16 and OX1R antag-2 -4.
Screening Cc1cccc(OCCc2c(C)[nH]c(=S)[nH]c2=O)c1 returned OX1R antag-1 13 and OX1R antag-2 -24.
`CNC(=O)CCc1[nH]c2ccccc2c1Sc1ccccc1` gave OX1R antag-1 2 and OX1R antag-2 -12.
For CC(C)(C)C(=O)NC(=S)NNC(=O)c1sc2ccccc2c1Cl the results were OX1R antag-1 8 and OX1R antag-2 69*.
Screening CN(Cc1ccccc1)C(NC(=O)c1ccco1)C(Cl)(Cl)Cl (centres undefined) returned OX1R antag-1 7 and OX1R antag-2 1.
Screening Cc1cc(OCC(=O)NCC(C)C)cc(C)c1Br returned OX1R antag-1 7 and OX1R antag-2 -13.
CN(c1ccccc1)S(=O)(=O)c1cccc2ccccc12 was read as OX1R antag-1 10 and OX1R antag-2 -16.
`Cc1ccc(C)c(N2CCN(C(=O)CCn3c(=S)[nH]c4cc5c(cc4c3=O)OCO5)CC2)c1` gave OX1R antag-1 3 and OX1R antag-2 -17.
O=C(Nc1ccc(NC(=O)c2ccc3c(c2)OCCO3)cc1)c1ccccc1 was read as OX1R antag-1 29 and OX1R antag-2 -11.

Taken from the entries so far for reference:
`O=C(CCCOc1ccc(Cl)cc1)N1CCOCC1` gave OX1R antag-1 2 and OX1R antag-2 -22.
For Nc1nc2n(n1)C(c1ccccc1Cl)CC(c1ccc(F)cc1)N2 (centres undefined) the results were OX1R antag-1 6 and OX1R antag-2 -11.

Further results
For CCOc1ccc(S(=O)(=O)N2CCN(c3ccccc3F)CC2)c2cccnc12 the results were OX1R antag-1 -1 and OX1R antag-2 -12.
Screening CCn1ccnc1CN(C)C(=O)c1ccc2nc(Cc3ccc(OC)cc3)oc2c1 returned OX1R antag-1 17 and OX1R antag-2 -19.
`Cc1ccc(C)c(NC(=S)NC(NC(=O)Cc2cccc3ccccc23)C(Cl)(Cl)Cl)c1` (centres undefined) gave OX1R antag-1 15 and OX1R antag-2 -5.
`CCc1nnc(NC(=O)c2cc([N+](=O)[O-])ccc2N2CCOCC2)s1` gave OX1R antag-1 18 and OX1R antag-2 -9.
O=C(/C=C/c1ccccc1Cl)N(Cc1ccc(Cl)cc1)C1CCS(=O)(=O)C1 (centres undefined) was read as OX1R antag-1 20 and OX1R antag-2 -11.
For CCOc1ccc(-n2c(=O)c3sccc3n(CC(=O)Nc3cccc(OC)c3)c2=O)cc1 the results were OX1R antag-1 12 and OX1R antag-2 -16.
Screening COC(=O)C1CCCCN1C(=O)c1cc(COc2cccc3cccnc23)on1 (centres undefined) returned OX1R antag-1 15 and OX1R antag-2 -10.
Cc1cc2c(nc1C)CCCN2C[C@@H](C)O/N=C1/[C@H]2CCn3c(=O)n(-c4ccccc4)c(=O)n3[C@H]2[C@H](O)[C@@H]2O[C@H]12 was read as OX1R antag-1 21 and OX1R antag-2 -7.

Sorted by SMILES length (rising): 4 of the compounds above
`CNC(=O)CCc1[nH]c2ccccc2c1Sc1ccccc1` gave OX1R antag-1 2 and OX1R antag-2 -12.
CC(O)c1cccc(NC2=CC(=O)CC(C)(C)C2)c1 (centres undefined) was read as OX1R antag-1 4 and OX1R antag-2 -5.
Cc1ccc(OCC(=O)Nc2sc3c(c2C#N)CCC3)cc1 was read as OX1R antag-1 26 and OX1R antag-2 -40.
COc1cc(C(=O)NNC(=O)/C=C/c2ccccc2)cc(OC)c1OC was read as OX1R antag-1 15 and OX1R antag-2 -17.
